From PubChem BioAssay
FUS yeast rescue: qHTS for Suppressors of FUS Proteinopathy: Primary screen using FUS-linked yeast assay | S. cerevisiae FUS-expressing, growth rescue, OD600, 24 h | Potency, µM (series often up to 76.6 µM), for the others: top-dose growth rescue (activation), usual class: activators | 390,000 compounds, 0.24% hits | AID 1347120, 2019;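 further: potency means the concentration at half of the fitted maximal effect; plate controls were DMSO vehicle for no effect and reference control for full effect; nearly all actives have a fitted effect of over 55% in size; some results filed as inactive show a strong effect at the top dose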
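Galactose (2%) drives FUS expression in yeast precultured in raffinose; seeding density OD 0.005. Test compounds incubated 24hr at 30C and 99% humidity before absorbance at 600 nm was measured.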
EPAC2 agonist: qHTS for Agonist of cAMP-regulated guanine nucleotide exchange factor 4 (EPAC2): primary screen | Rap guanine nucleotide exchange factor 4 (Homo sapiens), Q8WZA2 | 360,000 compounds, 0.079% hits | Potency, µM (series often up to 154 µM), for inactives: at the top dose activation, usual class: activators | AID 720711, 2013 | EPAC2 activation, biochemical qHTS; response scale: 100% = 6.5 mM cAMP response; further: potency means the concentration at half of the fitted maximal effect; nearly all actives have a fitted effect of over 50% in size
Target sequence (Q8WZA2 whole entry, looked up): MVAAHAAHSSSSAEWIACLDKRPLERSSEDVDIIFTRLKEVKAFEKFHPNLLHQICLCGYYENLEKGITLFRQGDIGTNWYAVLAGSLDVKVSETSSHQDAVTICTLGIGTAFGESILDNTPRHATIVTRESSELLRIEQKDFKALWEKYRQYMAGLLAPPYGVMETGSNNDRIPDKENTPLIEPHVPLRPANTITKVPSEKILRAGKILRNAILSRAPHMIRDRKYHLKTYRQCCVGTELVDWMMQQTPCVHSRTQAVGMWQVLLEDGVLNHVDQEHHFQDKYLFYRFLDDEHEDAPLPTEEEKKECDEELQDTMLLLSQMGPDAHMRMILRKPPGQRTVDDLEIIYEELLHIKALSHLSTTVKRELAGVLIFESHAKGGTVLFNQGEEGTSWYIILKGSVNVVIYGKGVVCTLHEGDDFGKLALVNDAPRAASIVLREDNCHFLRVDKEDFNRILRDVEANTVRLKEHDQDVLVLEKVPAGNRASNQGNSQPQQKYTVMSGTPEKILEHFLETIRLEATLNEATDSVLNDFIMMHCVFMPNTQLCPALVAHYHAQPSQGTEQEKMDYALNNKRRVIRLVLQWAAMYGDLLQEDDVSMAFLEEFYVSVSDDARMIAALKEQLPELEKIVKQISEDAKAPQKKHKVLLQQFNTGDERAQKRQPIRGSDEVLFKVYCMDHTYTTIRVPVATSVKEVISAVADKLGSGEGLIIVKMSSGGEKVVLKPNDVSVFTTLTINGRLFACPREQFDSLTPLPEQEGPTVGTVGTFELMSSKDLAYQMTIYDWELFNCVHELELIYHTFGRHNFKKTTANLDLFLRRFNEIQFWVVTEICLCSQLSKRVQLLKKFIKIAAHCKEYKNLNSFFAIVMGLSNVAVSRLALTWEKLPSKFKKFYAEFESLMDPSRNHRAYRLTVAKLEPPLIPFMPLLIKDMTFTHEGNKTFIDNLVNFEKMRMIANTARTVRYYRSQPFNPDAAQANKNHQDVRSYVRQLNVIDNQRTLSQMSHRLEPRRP
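Each well held 100 nM EPAC2, 250 nM RAP1B-BODIPY-GDP and 50 uM GDP. Fluorescence, read at 5-min intervals to 30 min, was referenced to a 6.5 mM cAMP positive control.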
Abeta rescue: qHTS for compounds that reverse cellular toxicity of Amyloid beta (A-beta) peptide in yeast: Primary Screen | yeast expressing A-beta42, growth rescue, OD600, 48 h; response scale: 0% DMSO, 100% iron-clioquinol control | Potency, µM (titrated, usually from 46.1 µM), for the others: top-dose growth rescue, hits mostly activators | 410,000 compounds, 0.063% hits | AID 1347071, 2019; further: potency means the concentration at half of the fitted maximal effect; nearly all actives have a fitted effect of over 55% in size
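Yeast growth medium received pinned compounds, then yeast cells expressing toxic A-beta were added; plates incubated at 30 C for 48 hr. Growth read as absorbance at 600 nm, normalized to DMSO and equimolar FeCl3 plus clioquinol controls.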
EPAC2 antag: qHTS for Antagonist of cAMP-regulated guanine nucleotide exchange factor 2 (EPAC2): primary screen | Potency, µM (top dose mostly 114 µM), without a hit: at the top dose activity, negative = inhibition, hits mostly inhibitors | EPAC2 GEF exchange of Rap1B-BODIPY-GDP, fluorescence | 360,000 compounds, 0.18% hits | Rap guanine nucleotide exchange factor 4 (Homo sapiens), Q8WZA2; further: potency means the concentration at half of the fitted maximal effect; on the % scale 0 is the no-effect control and ±100 the full control effect; nearly all actives have a fitted effect of over 45% in size; many of its hits are not listed in these tables
aSyn yeast inh: qHTS of alpha-syn Inhibitors | Potency, µM (series often up to 46.1 µM), for the others: top-dose growth rescue (activation), most hits filed as activators | Yeast expressing alpha-synuclein, growth rescue, BacTiter-Glo, 24 h | AID 652106, 2013 | 370,000 compounds, 0.14% hits; further: potency means the concentration at half of the fitted maximal effect; % of control where 0% means no effect; nearly all actives have a fitted effect of over 65% in size
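Readout is rescue of growth in alpha-synuclein-expressing yeast, so inhibitors of toxicity appear as activators. Growth after 24 hr at 30 deg C in galactose medium is quantified by luminescence.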
TDP43 rescue: qHTS of TDP-43 Inhibitors; TDP-43 expressing yeast growth rescue, BacTiter-Glo, 24 h; Potency, µM (highest dose often 46.1 µM), without a hit: at the top dose growth rescue (activation), hits mostly activators; 410,000 compounds, 1.8% hits; further: potency means the concentration at half of the fitted maximal effect; % of control where 0% means no effect; nearly all actives have a fitted effect of over 50% in size
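Cell-based yeast growth screen: TDP-43 expression induced in galactose, inoculum OD600=0.02 after raffinose pregrowth to mid-log. Read-out BacTiter-Glo luminescence at 24 hr, 30 deg C; inhibition of toxicity seen as signal increase.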
D3 ag: qHTS of D3 Dopamine Receptor Agonist: qHTS. D(3) dopamine receptor (Homo sapiens), P35462. 410,000 compounds, 0.58% hits. AID 652048, 2013. max activation, %. D3R DiscoveRx beta-arrestin cells, luminescence, 90 min; in the data active means max activation above about 30%; further: 0% is about no effect; mostly tested at two doses, the higher about 12 µM
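Agonist mode: compounds and dopamine controls were applied to plated cells for 90 min at 37 degrees C after an overnight attachment at 1500 cells/well. Luminescent read-out followed 30 - 60 minutes at room temperature with DiscoveRx detection reagent.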
D3 antag: qHTS of D3 Dopamine Receptor Antagonist: qHTS; D(3) dopamine receptor (Homo sapiens), P35462; D3R cells, DiscoveRx beta-arrestin luminescence, antagonist mode; stronger effect = lower value; max response, negative = inhibition, %; 360,000 compounds, 2.5% hits; in the data active means max response below about -50%; inconclusive means no clear call, values can overlap the other calls; further: on the % scale 0 is the no-effect control and ±100 the full control effect; mostly tested at two doses, the higher about 12 µM
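Cells plated overnight at 1500 cells/well, then exposed to library compounds with dopamine controls for 90 minutes at 37 degrees C. DiscoveRx reagent added for 30–60 minutes at room temperature; luminescence read, quantitative HTS format.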
* = called active by the depositor; ? = inconclusive; . = not tested or not shown; [ ] = dose if it differs, or a comment. Unless noted, the call rests on the fitted dose curve; in most records, active means well fitted curve in the direction sought with a large enough effect; inconclusive means small, poorly fitted or top-dose-only effect, or another doubt; inactive means no such curve, though single readings can be large; an effect the other way counts as inactive or inconclusive. These rows are one share of the data; count on the stated rates, not on these rows.

compound	FUS yeast rescue	EPAC2 agonist	Abeta rescue	EPAC2 antag	aSyn yeast inh	TDP43 rescue	D3 ag	D3 antag
COc1cc(C)ccc1OCCSc1nc2ccc(NC(=O)c3ccco3)cc2s1	?	.	3%	.	.	14%	9	.
CCCc1ccc2oc(C(=O)N3CCC(N4CCCC(O)C4)CC3)c(C)c2c1 (stereo not given)	17%	6%	-5%	3%	-5%	12%	3	1
O=C(c1ccccc1)N1CCCC(c2ccc(Cl)cc2)=N1	29%	24%	-44%[inhibitor]	-7%	-12%	?	-4	9
COc1ccc(Cc2noc(-c3ccc([N+](=O)[O-])cc3)n2)cc1OC	6%	10%	23%	3%	0%	28%	-2	34
Cc1ccc(NC(=O)Cn2ccc([N+](=O)[O-])n2)cc1Cl	?	-1%	13%	-1%	1%	-9%	10	-21
COc1ccc(C)cc1S(=O)(=O)N1CCN(S(=O)(=O)c2cc(C)ccc2OC)C(C)C1 (stereo not given)	?	16%	-2%	-11%	19%	2%	-5	-8
COc1ccc(OC)c(NC(=O)c2c(NCc3ccc(OC)c(OC)c3)sc3c2CCC3)c1	?	.	0%	.	.	4%	6	.
Cc1c(N)cccc1[N+](=O)[O-]	-40%	14%	-14%	-3%	11%	23%	18	3
CCCCCN(C(=O)CCC(=O)OCC(=O)N1CCCCC1CC)c1c(N)n(CCCC)c(=O)[nH]c1=O (stereo not given)	?	-8%	14%	10%	0%	15%	2	3
CCOc1ccc(N(CC(=O)N/N=C(\C)c2cccc(NC(C)=O)c2)S(=O)(=O)c2ccccc2)cc1	21%	10%	-4%	-5%	-3%	-6%	4	1
Cc1ccnc(NC(=O)CCC(=O)N(CC(=O)NCCc2ccccc2)c2ccc(F)cc2)c1	-24%	5%	-4%	2%	2%	-9%	2	-10
Cc1onc(-c2ccccc2)c1C(=O)N1CCCCCC1	2%	2%	-7%	-3%	3%	9%	2	5
O=C(CSCCO)Nc1ccc(C23CC4CC(CC(C4)C2)C3)cc1	24%	-1%	?	-7%	3%	0%	-6	-8
COc1ccc(-c2ccc3c(N)c(C(=O)NC(C)C)sc3n2)cc1OC	21%	9%	-7%	0%	1%	21%	24	40
O=C(O)c1cc2nccc(-c3ccco3)n2n1	6%	6%	2%	4%	-2%	4%	7	1
CCOC(=O)C1=C(O)/C(=C\c2ccc(CNC(=O)C(=O)Nc3ccccc3)o2)N=C1C	16%	-4%	-5%	4%	1%	7%	7	34
Cc1ccc(NC(=O)C(=O)NCC(c2ccc3c(c2)OCO3)N2CCOCC2)cc1C (stereo not given)	-9%	.	2%	.	.	20%	10	.
OC(CNCCc1ccc(C(F)(F)F)cc1)COc1cccc2ccccc12 (stereo not given)	34%	14%	-29%	-6%[57.1 µM]	-10%	-2%	1	6
Nc1c(C(=O)Nc2ccccc2)nnn1Cc1ccc(F)cc1Cl	12%	.	23%	.	.	16%	-12	.
O=C(COc1ccc2c3c(c(=O)oc2c1)CCC3)N[C@@H](CSCc1ccccc1)C(=O)O	4%	2%	-4%	-14%	1%	15%	2	1
COC(=O)c1cc(OC)c(OC)cc1NC(=S)N1CCC(C(N)=O)CC1	12%	5%	20%	-2%	-1%	-7%	12	6
COc1ccccc1NC(=O)Cn1cnc2c1c(=O)n(C)c(=O)n2C	-11%	21%	15%	43%[activator][57.1 µM]	0%	2%	9	?
CCOC(=O)C1=CN(Cc2cccc(F)c2)S(=O)(=O)N(C)C1c1ccccc1 (stereo not given)	22%	24%	-23%	-11%	-1%	-1%	-20	?
C#CCNC(=O)C1=C[C@H](c2csc3ccccc23)C[C@H](OCc2ccc(CO)cc2)O1	43%	24%	0%	-17%	3%	?	4	18
O=C1NC[C@@H](CCCCN2CCN(CCc3ccc(O)cc3)C(=O)C2=O)N(Cc2ccccc2)C1=O	-14%	3%	-9%	4%	-14%	1%	1	22
CC(C)n1nnnc1SCC(=O)NCc1ccco1	14%	-4%	8%	6%	10%	20%	2	24
CCN(CC)c1ccc(NC(=O)CCS(=O)(=O)c2ccc3c(c2)oc(=O)n3C)c(C)c1	25%	.	-7%	.	.	15%	-17	.
COc1ccc(C)cc1NC(=O)CSc1ccc(-c2sc(C)nc2C)nn1	17%	-6%	6%	4%	1%	2%	11	22
Cc1ccc(-c2nn(-c3ccccc3)cc2/C=N/NC(=O)c2ccc3c(c2)OCO3)cc1	10%	-7%	3%	-4%	6%	-2%	4	33
O=C(c1ccccc1)c1ccc2ccccc2c1	-2%	18%	-9%	?	-13%	-15%	-9	-19
COc1ccc(Br)cc1/C=N/NC(=O)c1ccc(COc2ccc3c(c2)CCC3)o1	-5%	-8%	-7%	5%	4%	10%	5	0
CNC(=S)NNC(=O)c1ccc(=O)n(Cc2ccc(Cl)cc2Cl)c1	14%	12%	-5%	-14%	-5%	-14%	-14	?

Another view of 3 compounds above:
Screens in order – FUS yeast rescue | EPAC2 agonist | Abeta rescue | EPAC2 antag | aSyn yeast inh | TDP43 rescue | D3 ag | D3 antag
COc1ccccc1NC(=O)Cn1cnc2c1c(=O)n(C)c(=O)n2C
  -11% | 21% | 15% | 43%[activator][57.1 µM] | 0% | 2% | 9 | ?
COc1ccc(C)cc1S(=O)(=O)N1CCN(S(=O)(=O)c2cc(C)ccc2OC)C(C)C1 (stereo not given)
  ? | 16% | -2% | -11% | 19% | 2% | -5 | -8
CCOC(=O)C1=CN(Cc2cccc(F)c2)S(=O)(=O)N(C)C1c1ccccc1 (stereo not given)
  22% | 24% | -23% | -11% | -1% | -1% | -20 | ?

Next results follow:
compound	FUS yeast rescue	EPAC2 agonist	Abeta rescue	EPAC2 antag	aSyn yeast inh	TDP43 rescue	D3 ag	D3 antag
O=C(NC(Cc1ccccc1)C(=O)O)/C(=C\c1ccc(F)cc1)NC(=O)c1ccco1 (stereo not given)	4%	2%	5%	1%	10%	-4%	0	9
COc1cccc(-n2nc(-c3ccnn3-c3cccc(Cl)c3)c(=O)n(C)c2=O)c1	15%	0%	1%	-1%	-7%	17%	1	9
COc1ccc(CCNC(=O)[C@H](CCSC)NC(=O)N2CCn3c2nc2ccccc23)cc1OC	6%	-1%	-1%	-7%	0%	-1%	2	13
Cc1ccc(NC(=O)c2sc3ncnc(N4CCN(c5ccccn5)CC4)c3c2C)c(C)c1	41%	11%	3%	-10%	-1%	19%	9	32
c1cncc(CNc2ncnc3ccc(-c4ccc5c(c4)OCCO5)cc23)c1	-12%	11%	-16%	3%	.	.	.	.
S=c1[nH]nc(C2CCCCC2)o1	-28%	1%	-27%	-3%	-7%	?	-2	?
CC(C#N)(NC(=O)CN1CCN(S(=O)(=O)c2ccccc2Cl)CC1)C1CC1 (stereo not given)	17%	-9%	0%	3%	1%[1.84 µM]	2%	-7	1
COc1cc(N=Nc2ccc(C(=O)N(C)C)cc2)c(C)cc1N	22%	-3%	-28%	-2%	1%	-13%	-21	-12
Cc1noc(C)c1S(=O)(=O)N1CCC2(CC1)OCCO2	2%	-1%	10%	-2%	1%	0%	6	8
CCCN1CCC(N2CCCC(C(=O)O)C2)CC1 (stereo not given)	2%	3%	-8%	19%	0%	9%	5	14
O=C1/C(=C/N(C(=O)c2ccco2)c2ccc(Cl)cc2)Sc2ccccc21	.	1%	-25%	4%	-16%	?	-8	?
COc1cc(CNCCc2ccccc2)cc(Br)c1OCC(=O)Nc1ccccc1C	26%	17%	-11%	-7%	-13%	-16%	26	-23
Cc1ccc[n+](CC(=O)c2ccc(Br)cc2)c1C	-11%	-5%	17%	3%	5%	19%	-3	2
O=S(=O)(c1ccc(F)cc1F)N1CCN(CCO)CC1	.	8%	10%	3%	3%	0%	5	7
CCOc1ccc(-c2nnn(CC(=O)NCc3ccco3)n2)cc1	2%	-3%	10%	5%	4%	17%	4	18
CCOc1cccc(/C=C(\C#N)C(=O)NC2CC2)c1	2%	7%	?	-3%	22%	?	-1	23
CCOC(=O)C[C@H]1c2ccc(C(F)(F)F)cc2S(=O)(=O)N1C(C)C	-3%	-5%	-12%	10%	-11%	11%	-15	-3
COc1cc2c(cc1OC)CN(CC(=O)Nc1ccccc1SC)CC2	-10%	8%	6%	-9%	1%	-6%	-11	-14
O=C(NCCc1ccccc1)C1CCN(S(=O)(=O)N2CCCCC2)CC1	-6%	8%	-2%	-2%	0%	-10%	-1	-15
CCS(=O)(=O)Nc1ccc(C(=O)NCCSc2ccccc2)cc1	13%	13%	5%	-2%	-5%	-5%	-7	0
CCN(C(=O)CCN1C(=O)S/C(=C\c2ccccc2)C1=O)C1CCS(=O)(=O)C1 (stereo not given)	11%	-3%	-8%	10%	4%	-11%	9	2
CN1/C(=C\C=N\NC(=O)c2ccc(O)cc2)C(C)(C)c2ccccc21	27%	9%	-9%	-5%	0%	-3%	-3	9
CC(C)(C)NC(=O)Cn1cnc([N+](=O)[O-])n1	-1%	5%	1%	-2%	-11%	-15%	3	8
Nc1nc2ccccc2n1/N=C/c1ccc(Br)cc1	.	8%	-13%	4%	1%	0%	2	4
